# High-throughput results: PubChem BioAssay, National Center for Advancing Translational Sciences (NCATS)
# Nrf2 block – Nrf2 pathway inhibition; A549 ARE-Fluc reporter, luciferase luminescence, 18-24 h; Potency, µM (doses to about 46 µM), inactives show at the highest dose activity change, negative = inhibition, usual class: inhibitors; 360,000 tested, 2.1% active; AID 504444; also: % is scaled to controls: 0 for no effect and ±100 for the full control effect; nearly all actives have a fitted effect of over 60% in size
#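 Nrf2 function is reported as luminescence of an ARE-controlled luciferase in A549 cells. Compounds were tested at several concentrations, and a CellTiter-Fluor read on the same wells flagged cytotoxicity.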
# S2 tox – viability counter-screen for ATXN expression inhibitors. S2 cells (HEK-293 line with an ATXN2-luciferase reporter) viability, CellTiter-Fluor protease fluorescence, 24 h. Potency, µM (highest dose often 56.7 µM), usual class: cytotoxic. 400,000 tested, 0.49% active. AID 651635; also: nearly all actives have a fitted effect of over 40% in size
# A549 tox – counter-screen for Nrf2 inhibitors: cytotoxicity in A549 cells; A549 ARE-Fluc cells, CellTiter-Fluor viability, 18-24 h; Potency, µM (highest dose often 46 µM), without a hit: top-dose activity change, negative = cytotoxicity, most hits filed as inhibitors; 390,000 tested, 0.16% active; also: % is scaled to controls: 0 for no effect and ±100 for the full control effect
#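 Cytotoxicity counterscreen: CellTiter-Fluor fluorescence was measured in A549 ARE_Fluc cells after 18-24 h of compound exposure in a concentration series. The subsequent BugLite luminescent read reports ARE-luciferase activity.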
# ATXN2 expr inh – ATXN2 expression inhibition; HEK-293 ATXN2-luciferase reporter, luminescence, 24 h; Potency, µM (titrated, usually from 57 µM), without a hit: at the highest dose activity change, negative = inhibition, most hits filed as inhibitors; 360,000 tested, 0.72% active; AID 1745845; also: % is scaled to controls: 0 for no effect and ±100 for the full control effect; nearly all actives have a fitted effect of over 55% in size
#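 qHTS (up to 57 uM final) was run with 24 h compound exposure of reporter cells at 37 °C. Each well was multiplexed: SteadyGlo luminescence measured ATXN2-luciferase expression after a fluorogenic Gly-Phe-AFC viability readout (25 uM final).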
# TGFb SMAD3 inh – blocks TGF-b signaling | HepG2 CAGA-GFP TGF-b/SMAD3 reporter, GFP fluorescence, 18 h; TGF-beta stimulated, 500 pg/mL final | Potency, µM (top dose mostly 46.1 µM), inactives show at the top dose activity, negative = inhibition, most hits filed as inhibitors | 410,000 tested, 1.2% active | AID 588855; also: % is scaled to controls: 0 for no effect and ±100 for the full control effect; nearly all actives have a fitted effect of over 65% in size
#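 HEPG2 CAGA-GFP reporter cells (1000/well, DMEM with 1% FBS) received compounds, then recombinant TGF-beta at 500 pg/mL final for 18 hours at 37 degrees C. Per-cell GFP summed per well was normalised to unstimulated and stimulated DMSO controls before curve fitting.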
# HepG2 viability – counter-screen for TGF-b inhibitors: cytotoxicity in HepG2 cells; 410,000 tested, 0.76% active; AID 588856; HepG2 CAGA-GFP viability, ATP luminescence, 18 h; Potency, µM (doses to about 46.1 µM), for the others: top-dose activity change, negative = cytotoxicity, hits mostly cytotoxic; also: some results filed as inactive show a strong effect at the top dose
#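 CellTiter-Glo luminescence gave cytotoxicity after 18 hours at 37 degrees C. The cells were HepG2 CAGA-GFP in 1% FBS DMEM, stimulated with 500 pg/mL TGF-beta after compound addition. %Activity was normalised to no-cell wells (complete cell-killing) and DMSO (no toxicity), and curves were fitted and classified.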
# Nrf2 activator – activates Nrf2 signaling | Potency, µM (top dose mostly 46.1 µM), for the others: at the top dose activation, hits mostly activators | 410,000 tested, 0.31% active | AREc32 ARE-luciferase reporter (MCF7-derived line), luminescence, 24 h; also: % of control where 0% means no effect; nearly all actives have a fitted effect of over 65% in size
#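 Luminescent ARE reporter assay in AREc32_Fluc cells: overnight plating at 37 deg C, 24 hr compound incubation, Steady-Glo added, 30 min RT before reading.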
# EPAC2 antag – antagonists of human EPAC2 | AID 720708 | EPAC2 GEF exchange of Rap1B-BODIPY-GDP, fluorescence | 360,000 tested, 0.18% active | Q8WZA2 | Potency, µM (highest dose often 114 µM), without a hit: at the highest dose activity, negative = inhibition, actives largely listed as inhibitors; also: % is scaled to controls: 0 for no effect and ±100 for the full control effect; nearly all actives have a fitted effect of over 45% in size; many of its hits are not listed in these tables
# Target sequence (Q8WZA2 whole entry, looked up): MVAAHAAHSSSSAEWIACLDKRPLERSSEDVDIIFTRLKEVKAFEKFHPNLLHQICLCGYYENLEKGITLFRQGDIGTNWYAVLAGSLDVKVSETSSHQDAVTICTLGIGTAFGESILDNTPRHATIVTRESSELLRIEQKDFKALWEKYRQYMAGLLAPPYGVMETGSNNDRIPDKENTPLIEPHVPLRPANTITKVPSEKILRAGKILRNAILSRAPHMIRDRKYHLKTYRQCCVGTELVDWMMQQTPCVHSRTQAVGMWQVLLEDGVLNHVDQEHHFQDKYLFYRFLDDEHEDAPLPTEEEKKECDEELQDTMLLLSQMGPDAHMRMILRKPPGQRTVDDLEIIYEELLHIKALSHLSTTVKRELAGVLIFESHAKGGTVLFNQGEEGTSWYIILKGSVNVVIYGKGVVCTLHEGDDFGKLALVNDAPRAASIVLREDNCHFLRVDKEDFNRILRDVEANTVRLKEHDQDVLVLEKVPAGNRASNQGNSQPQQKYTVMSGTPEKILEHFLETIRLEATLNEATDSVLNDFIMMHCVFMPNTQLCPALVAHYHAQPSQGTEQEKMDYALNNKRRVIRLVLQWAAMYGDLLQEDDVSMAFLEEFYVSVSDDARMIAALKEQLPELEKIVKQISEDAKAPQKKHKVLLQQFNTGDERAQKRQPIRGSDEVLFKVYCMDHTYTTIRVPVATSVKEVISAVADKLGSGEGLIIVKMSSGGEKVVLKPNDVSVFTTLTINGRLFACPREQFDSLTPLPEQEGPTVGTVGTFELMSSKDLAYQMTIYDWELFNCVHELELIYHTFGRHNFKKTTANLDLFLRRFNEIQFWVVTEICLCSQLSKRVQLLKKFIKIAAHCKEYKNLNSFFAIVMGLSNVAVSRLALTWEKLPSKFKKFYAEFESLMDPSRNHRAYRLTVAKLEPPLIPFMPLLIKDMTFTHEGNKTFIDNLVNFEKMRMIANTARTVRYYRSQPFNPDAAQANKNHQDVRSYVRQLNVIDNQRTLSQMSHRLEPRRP
# MCF10A rerep – DNA re-replication induction in MCF 10a cells | 350,000 tested, 2.9% active | MCF 10A DNA re-replication, Hoechst nuclear intensity, 48 h | Potency, µM (titrated, usually from 46.1 µM), for the others: at the top dose activity, positive = re-replication, hits mostly activators; also: % of control where 0% means no effect; nearly all actives have a fitted effect of over 50% in size
# * hit, by the source's call; i = inactive; ? = inconclusive; · = not tested or not shown; [ ] = remark or other dose. Calls follow the shape of the dose curve; as a rule, active = well fitted curve in the direction sought with a large enough effect; inconclusive = small, poorly fitted or top-dose-only effect, or another doubt; inactive = no such curve, though single readings can be large; an effect the other way counts as inactive or inconclusive. Potency is read from the fitted curve at half-maximal effect.
# Every second line gives: MCF10A rerep, ATXN2 expr inh, HepG2 viability, Nrf2 activator, TGFb SMAD3 inh, EPAC2 antag, Nrf2 block, A549 tox, S2 tox
1: Cc1[nH]c2ccc(S(N)(=O)=O)cc2c1C
 : 2%, 1%, -6%, -0.9%, 0%, -7%, -10%, 0%, i
2: Cc1noc(C)c1NC(=O)N(C)C[C@H]1Oc2c(NC(=O)C3CC3)cccc2C(=O)N([C@H](C)CO)C[C@@H]1C
 : -12%, 11%, 5%, 0.6%, ?, -3%, 12%, -2%, i
3: COc1ccc(-c2cc(C(=O)N3CCCCCC3)no2)cc1OC
 : -3%, 26%, -16%, 2.8%, -3%, -7%, 5%, 3%, i
4: O=c1[nH]c2ccc(S(=O)(=O)Nc3cc(Cl)ccc3O)cc2o1
 : ·, 7%, -7%, 7.5%, 10%, ·, 10%, 0%, i
5: CCn1ncc(Br)c1C(=O)Nc1ccc(-c2ccno2)cc1
 : ?, 34%, -1%, -0.1%, 13%, -20%, -2%, 5%, i
6: O=C1c2ccccc2C(c2nnnn2Cc2ccccc2)N1C1CC1 (configuration not stated)
 : ·, 15%, ·, 0.5%, ·, 6%, ·, ·, i
7: COc1cc(C(=O)NCC(c2ccc(F)cc2)N2CCOCC2)ccc1OCc1ccccc1Cl (configuration not stated)
 : ?, -9%, -16%, 2.6%, 20µM*, -3%, -20%, 2%, i
8: COc1ccc(OC)c(CCNC(=O)c2nn(C)c3c2CS(=O)(=O)c2ccccc2-3)c1
 : ?, -4%, 3%, -0.1%, 4%, -13%, ?, 6%, i
9: CCOc1ccc(C(=O)NCC(=O)OCC(=O)c2ccc3c(c2)-c2ccccc2C3)cc1
 : 19%, 7%, -4%, 0.2%, -3%, 7%, 3%, 4%, i
10: CC1CCc2cccc3c2N1c1cc(C#N)c(C#N)cc1O3 (configuration not stated)
 : ?, -9%, -2%, -0.2%, 25%, 3%, -15%, 9%, ?
11: Cc1nnsc1Sc1ccccc1
 : 1%, 15%, -7%, -0.1%, -10%, -1%, 16%, -2%, i
12: O=c1c(C(c2ccc(O)cc2)c2c(O)nc3n(c2=O)CCCS3)c(O)nc2n1CCCS2
 : -1%, -3%, -9%, -1.0%, 2%, 6%[57.1 µM], 1%, -10%, i
13: COc1ccccc1CCN1COc2c(cc3c(C)c(C)c(=O)oc3c2C)C1
 : ·, -16%, -38%, 11%, -18%, ·, ?, 4%, ·
14: O=C(CCc1cn(Cc2ccc(F)cc2)c2ccccc12)NC1CCCCC1
 : ·, ·, -3%, 0.1%, -23%, ·, -16%, -1%, ·
15: O=C(O)CSc1cn(Cc2ccccc2)c2ccccc12
 : -14%, 5%, -4%, -1.2%, -5%, 0%, -20%, -3%, i
16: Cc1ccc(O)c(NC(=O)CCC2CCCCC2)c1
 : 15%, 61%[activator], -34%, 3.6%, -8%, 5%, 2%, -3%, ?
17: Cc1c(C(=O)N2CCN(Cc3ccc4c(c3)OCO4)CC2)cccc1[N+](=O)[O-]
 : -9%, -5%, -4%, -0.4%, -8%, 10%, -20%, -2%, i
18: COc1ccc(/C=C/C(=O)O)cc1S(=O)(=O)NCc1ccco1
 : -1%, 4%, 2%, -0.3%, -1%, -2%, -12%, 1%, i
19: O=C(/C=C/c1cccc(Cl)c1)OCc1cn2cc(Cl)ccc2n1
 : 0%, -4%[11.3 µM], -4%, 7.9%, -11%, 2%, ?, -5%, i
20: CCC(c1nnnn1CC1CCCO1)N(CCN1CCOCC1)Cc1cc2cc(C)ccc2[nH]c1=O (configuration not stated)
 : 1%, -17%, -6%, 2.6%, 16%, -5%, ·, 16%, i
21: N#Cc1cc2c(nc1SCC(=O)NCc1ccc3c(c1)OCO3)CCCCC2
 : ?, -1%, -1%, -0.3%, ?, 5%, 7%, 13%, i
22: O=C(c1cc(COc2c(F)cccc2F)on1)N1CCCCCC1
 : 14%, 57%[activator], 0%, 4.5%, 13%, -3%, ?, 4%, i
23: O=C(Nc1cccc(O)c1)C(Cc1ccccc1)N1C(=O)c2cccc3cccc(c23)C1=O (configuration not stated)
 : -6%, -4%[11.3 µM], -2%, 5.1%, -2%, -15%, 13%, ?, i
24: COCC(=O)N1CCC(Oc2ccc(C(=O)N3CCCCCC3)cc2)CC1
 : 1%, 5%, 4%, -0.5%, -13%, 0%, 7%, -2%, ?

# Profiles, looked up by structure. Values in the order: MCF10A rerep, ATXN2 expr inh, HepG2 viability, Nrf2 activator, TGFb SMAD3 inh, EPAC2 antag, Nrf2 block, A549 tox, S2 tox
# `COc1ccc(/C=C/C(=O)O)cc1S(=O)(=O)NCc1ccco1` reads -1%, 4%, 2%, -0.3%, -1%, -2%, -12%, 1%, i
# `Cc1[nH]c2ccc(S(N)(=O)=O)cc2c1C` reads 2%, 1%, -6%, -0.9%, 0%, -7%, -10%, 0%, i

# Twelve structures out of the list, ordered by length of the SMILES, largest number first.
# Every second line gives: MCF10A rerep, ATXN2 expr inh, HepG2 viability, Nrf2 activator, TGFb SMAD3 inh, EPAC2 antag, Nrf2 block, A549 tox, S2 tox
20: CCC(c1nnnn1CC1CCCO1)N(CCN1CCOCC1)Cc1cc2cc(C)ccc2[nH]c1=O (configuration not stated)
 : 1%, -17%, -6%, 2.6%, 16%, -5%, ·, 16%, i
8: COc1ccc(OC)c(CCNC(=O)c2nn(C)c3c2CS(=O)(=O)c2ccccc2-3)c1
 : ?, -4%, 3%, -0.1%, 4%, -13%, ?, 6%, i
9: CCOc1ccc(C(=O)NCC(=O)OCC(=O)c2ccc3c(c2)-c2ccccc2C3)cc1
 : 19%, 7%, -4%, 0.2%, -3%, 7%, 3%, 4%, i
7: COc1cc(C(=O)NCC(c2ccc(F)cc2)N2CCOCC2)ccc1OCc1ccccc1Cl (configuration not stated)
 : ?, -9%, -16%, 2.6%, 20µM*, -3%, -20%, 2%, i
13: COc1ccccc1CCN1COc2c(cc3c(C)c(C)c(=O)oc3c2C)C1
 : ·, -16%, -38%, 11%, -18%, ·, ?, 4%, ·
14: O=C(CCc1cn(Cc2ccc(F)cc2)c2ccccc12)NC1CCCCC1
 : ·, ·, -3%, 0.1%, -23%, ·, -16%, -1%, ·
18: COc1ccc(/C=C/C(=O)O)cc1S(=O)(=O)NCc1ccco1
 : -1%, 4%, 2%, -0.3%, -1%, -2%, -12%, 1%, i
3: COc1ccc(-c2cc(C(=O)N3CCCCCC3)no2)cc1OC
 : -3%, 26%, -16%, 2.8%, -3%, -7%, 5%, 3%, i
22: O=C(c1cc(COc2c(F)cccc2F)on1)N1CCCCCC1
 : 14%, 57%[activator], 0%, 4.5%, 13%, -3%, ?, 4%, i
10: CC1CCc2cccc3c2N1c1cc(C#N)c(C#N)cc1O3 (configuration not stated)
 : ?, -9%, -2%, -0.2%, 25%, 3%, -15%, 9%, ?
15: O=C(O)CSc1cn(Cc2ccccc2)c2ccccc12
 : -14%, 5%, -4%, -1.2%, -5%, 0%, -20%, -3%, i
1: Cc1[nH]c2ccc(S(N)(=O)=O)cc2c1C
 : 2%, 1%, -6%, -0.9%, 0%, -7%, -10%, 0%, i

# A portion of the library; count on the stated rates, not on these rows.
